Screening results from PubChem.
TGFb inhibitor: TGF-b pathway inhibition | HepG2 CAGA-GFP TGF-b/SMAD3 reporter, GFP fluorescence, 18 h; TGF-beta stimulated, 500 pg/mL final | Potency, µM (top dose mostly 46.1 µM), for the others: top-dose activity, negative = inhibition, usual class: inhibitors | hit rate 1.2% among 410,000; further: potency means the concentration at half of the fitted maximal effect; on the % scale 0 is the no-effect control and ±100 the full control effect; nearly all actives have a fitted effect of over 65% in size
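Using HEPG2 CAGA-GFP reporter cells at 1000 cells/well, we pinned test compounds, stimulated with recombinant TGF-beta (500 pg/mL final) and measured total well GFP after 18 h.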
S2 tox: cell viability loss in ATXN counter-screen; S2 cells (HEK-293 line with an ATXN2-luciferase reporter) viability, CellTiter-Fluor protease fluorescence, 24 h; hit rate 0.49% among 400,000; Potency, µM (top dose mostly 56.7 µM), hits mostly cytotoxic; further: potency means the concentration at half of the fitted maximal effect; nearly all actives have a fitted effect of over 40% in size
HepG2 viability: kills HepG2 cells in TGF-b inhibitor counter-screen; Potency, µM (top dose mostly 46.1 µM), for inactives: at the highest dose activity change, negative = cytotoxicity, hits mostly cytotoxic; hit rate 0.76% among 410,000; HepG2 CAGA-GFP viability, ATP luminescence, 18 h; further: potency means the concentration at half of the fitted maximal effect; some results filed as inactive show a strong effect at the top dose
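HepG2 CAGA-GFP cells (1000/well, DMEM with 1% FBS) received compound, then TGF-beta at 500 pg/mL final, and were incubated 18 hours at 37 degrees C. Viability was read by CellTiter-Glo luminescence. Media-only wells were set as complete cell-killing and DMSO as no toxicity.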
Nrf2 activator: Nrf2 pathway activation; hit rate 0.31% among 410,000; Potency, µM (series often up to 46.1 µM), inactives show at the top dose activation, hits mostly activators; AREc32 ARE-luciferase reporter (MCF7-derived line), luminescence, 24 h; AID 624171; further: potency means the concentration at half of the fitted maximal effect; % of control where 0% means no effect; nearly all actives have a fitted effect of over 65% in size
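ARE activation measured as luciferase luminescence (Steady-Glo, 30 min RT) in AREc32_Fluc cells after 24 hr compound exposure at 37 deg C, 5% CO2; cells seeded overnight at 1000/well in OPTI-MEM, 5% FBS.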
MmCpn inh: blocks the Methanococcus maripaludis chaperonin Mm-Cpn; purified Mm-Cpn ATPase, ADP Transcreener TR-FRET; Potency, µM (doses to about 76.9 µM), for the others: top-dose activity, negative = inhibition, most hits filed as inhibitors; hit rate 0.031% among 330,000; further: potency means the concentration at half of the fitted maximal effect; on the % scale 0 is the no-effect control and ±100 the full control effect; nearly all actives have a fitted effect of over 80% in size
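Eu-cryptate anti-ADP/ADP-d2 competition gives a ratio inversely related to ADP. Enzyme at 25 nM was pre-exposed to compound for 10 min, then given 10 uM ATP for 30 min, 37°C throughout.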
Akt phos inh: inhibitors of Akt phosphorylation; activity change, % for hits at 50 µM; hit rate 0.32% among 360,000; Neuro2A IGF-stimulated pAkt S473 HTRF, 20 min; active compounds read low; in the data active means activity change below about -80%; inconclusive means mostly about -51% to -80%; further: on the % scale 0 is the no-effect control and ±100 the full control effect
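Neuro2A cells in DMEM with 0.5% FBS, overnight at 37 deg C, given compound at single 50 µM final, then IGF (6 nM final) for 20 min at 37 deg C. Lysed; phospho-Akt Ser473 by HTRF after 24 h, 665/615 ratio.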
Nrf2 inh: Nrf2 pathway inhibition; A549 ARE-Fluc reporter, luciferase luminescence, 18-24 h; Potency, µM (series often up to 46 µM), without a hit: at the highest dose activity change, negative = inhibition, usual class: inhibitors; hit rate 2.1% among 360,000; AID 504444; further: potency means the concentration at half of the fitted maximal effect; on the % scale 0 is the no-effect control and ±100 the full control effect; nearly all actives have a fitted effect of over 60% in size
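Nrf2 activity is the BugLite luminescence, read 15 min after reagent at room temperature, following CellTiter-Fluor cytotoxicity readout (30 min, 37C). Compound titrations were applied for 18-24 h to 5000 A549 ARE_Fluc cells/well in 5% FBS OPTI-MEM.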
A549 tox: A549 cytotoxicity, counter-screen for Nrf2 inhibitors; A549 ARE-Fluc cells, CellTiter-Fluor viability, 18-24 h; Potency, µM (titrated, usually from 46 µM), for the others: top-dose activity change, negative = cytotoxicity, actives largely listed as inhibitors; hit rate 0.16% among 390,000; AID 504648; further: potency means the concentration at half of the fitted maximal effect; on the % scale 0 is the no-effect control and ±100 the full control effect
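Cytotoxicity counterscreen: CellTiter-Fluor fluorescence was measured in A549 ARE_Fluc cells after 18-24 h of compound exposure in a concentration series. The subsequent BugLite luminescent read reports ARE-luciferase activity.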
CCT chaperon mod: changes cytosolic chaperonin activity; activity change, % (test concentration not listed), hits read low; AID 651819; hit rate 0.3% among 360,000; purified chaperonin ATPase assay, HTRF ADP detection, 30 min; in the data active means activity change below about -30%; further: on the % scale 0 is the no-effect control and ±100 the full control effect
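Nucleotide hydrolysis assay: TRiC at 20–40 nM final (set by batch activity) with 10 uM ATP, 30 min at 37 °C, in presence of 76 uM compound. Detection by competitive ADP HTRF, 30 min ambient.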
* hit, by the source's call; i = inactive; ? = inconclusive; nt = no result given; [ ] = dose if it differs, or a comment. Unless noted, the call rests on the fitted dose curve; in most records, active means well fitted curve in the direction sought with a large enough effect; inconclusive means small, poorly fitted or top-dose-only effect, or another doubt; inactive means no such curve, though single readings can be large; an effect the other way counts as inactive or inconclusive. These rows are one share of the data; the hit share may differ from the screen's.

#	canonical_smiles	TGFb inhibitor	S2 tox	HepG2 viability	Nrf2 activator	MmCpn inh	Akt phos inh	Nrf2 inh	A549 tox	CCT chaperon mod
1	N#Cc1ccc(Cn2cc(C=O)c3ccccc32)cc1	1.41µM*	i	-47.3%	2.2%	-0.8%	i	?	8.5%	-0.7
2	O=C1NC(=O)C2C1C1(Cl)C(Cl)=C(Cl)C2(Cl)C1(Cl)Cl (configuration not stated)	-6.0%	i	-6.0%	-1.5%	nt	i	4.4%	-7.7%	-1.2
3	CSc1ncc(C(=O)Nc2ccc(Cl)cc2C(=O)c2ccccc2)c(C)n1	0.4%	i	-14.1%	1.0%	nt	nt	-15.6%	10.7%	nt
4	C=CCn1c(O)c(Cc2ccc(OCC)cc2)c(=O)[nH]c1=O	6.5%	i	5.0%	-0.5%	-0.1%	i	-2.3%	-0.2%	-0.2
5	CC1SC2(CN3CCC2CC3)NC1=O (configuration not stated)	38.2%[activator]	i	-2.6%	-0.6%	1.6%	i	14.8%	-3.3%	0.2
6	O=C1CN(C(=O)COC(=O)Cc2ccccc2)c2ccccc2N1	18.1%	i	6.4%	-0.2%	4.2%	i	1.5%	-6.6%	-0.5
7	CCOC(=O)c1c(C)c(C(=O)N2CCC3(CC2)OCCO3)c(C)n1CC	-5.6%	i	-9.6%	-0.3%	2.6%	i	nt	3.0%	-3.5
8	CCC(C)N1C(=O)/C(=C\c2ccc(N3CCCCCC3)cc2)C(=O)NC1=S (configuration not stated)	4.2%	i	-1.8%	-0.8%	-0.1%	i	1.2%	0.7%	-4.3
9	CCN1CCN(C(=O)COc2ccc3c(c2)C(=O)CC2(CCN(C(C)=O)CC2)O3)CC1	2.3%	i	-44.3%	0.2%	-3.1%	i	-4.7%	1.5%	-0.6
10	CCC(c1ccc(C)cc1)N1C(=O)C2C3CCC(O3)C2C1=O (configuration not stated)	-9.7%	i	1.5%	-1.6%	-0.4%	i	?	2.2%	0.8
11	C=CCN1C(=O)/C(=C/c2cc(C)n(-c3ccccn3)c2C)C(=O)NC1=S	-5.8%	i	-0.3%	2.7%	2.0%	i	12.2%	-0.1%	-1.8
12	CCOC(=O)[C@]12Cc3ccc(C)cc3[C@H]1N(C1CCCCC1)C(=O)c1ccccc12	nt	12.6µM*	nt	-3.7%	nt	i	nt	nt	-0.1
13	COc1ccc(-n2c(/C=C\c3ccccc3F)nc3ccccc3c2=O)c(OC)c1	?	nt	-34.1%	2.3%	nt	nt	nt	-2.7%	nt
14	CC(CC(C#N)(c1ccccc1)c1ccccc1)N1CCOCC1 (configuration not stated)	-9.0%	i	-3.9%	0.4%	nt	i	-7.6%	-4.2%	-3.3
15	c1ccc2[nH]c(CCN3CCCCC3)nc2c1	-10.2%	i	-11.9%	0.3%	nt	i	nt	nt	-0.2
16	COc1ccccc1CNC(=O)Cn1c(=O)oc2cc(S(=O)(=O)N3CCC(C)CC3)ccc21	?	i	-32.9%	0.4%	nt	nt	?	-6.4%	nt
17	COc1ccc(-n2c(/C=C/c3cccc(F)c3)nc3ccccc3c2=O)c(OC)c1	0.0%	i	-0.9%	-0.2%	0.8%	i	-22.1%	-5.4%	-2.7
18	CCOP(=O)(OCC)c1cc(C)c(O)c(C(C)(C)C)c1	10.5%	i	2.2%	0.2%	1.4%	i	2.4%	-1.6%	-2.5
19	CC(Cc1ccccc1)NC(N)=O (configuration not stated)	10.5%	i	-1.4%	-0.5%	1.8%	i	-1.1%	1.7%	1.0
20	CCC(=NCc1ccc2c(c1)OCO2)c1c(O)n(C)c(=O)n(C)c1=O	6.0%	i	-27.5%	0.1%	0.4%	i	?	-4.2%	0.4
21	CC(C)CN1CCN(Cc2ccc(F)cc2Cl)CC1CCO (configuration not stated)	-6.2%	i	-6.9%	4.7%	?	i	0.7%	1.7%	-1.6
22	CC(C)c1ccc(NC(=O)CSc2nnc(OC(=O)N(C)C)n2C2CC2)cc1	1.3%	i	-0.2%	-0.8%	1.8%	i	-9.8%	-1.7%	-0.8
23	O=[N+]([O-])c1cnc2ccc3ccccc3c2c1	-11.1%	i	-11.3%	5.2%	0.4%	i	?	-4.8%	-1.8
24	COc1ccc(Br)cc1C1SCC(=O)Nc2c1c(C)nn2-c1ccccc1C (configuration not stated)	-20.4%	i	-22.4%	4.3%	nt	nt	5.9%	9.5%	nt
25	CCCc1cc(=O)oc2cc(OCC(=O)N3CCN(Cc4ccc5c(c4)OCO5)CC3)ccc12	-12.5%	i	-20.5%	4.6%	-6.1%	i	?	0.6%	-1.0
26	COC(=O)C1=C(c2c(C)noc2C)C[C@@H]2CC[C@H]1N2C(=O)NCCOc1ccccc1	7.0%	i	3.2%	-0.5%	-0.6%	i	-3.7%	-3.4%	-4.0
27	O=C(O)C(O)(c1ccc(Cl)cc1)C1(O)CCCC1 (configuration not stated)	-5.6%	i	-18.8%	0.1%	nt	i	nt	nt	1.7
28	CCC1(C(=O)c2ccccc2)C2c3ccccc3OC(=O)C21C(C)=O (configuration not stated)	-18.1%	i	-26.5%	-0.2%	0.4%	i	-19.1%	-4.0%	1.5
29	Cc1ccc(NC(=O)c2snnc2C)cc1Cl	16.2%	i	-23.5%	5.3%	-3.3%	i	?	-10.5%	0.6
30	COC(=O)C1=C(c2cc3ccccc3s2)C[C@@H]2CC[C@H]1N2C(=O)NCCO	-5.8%	i	-0.5%	2.3%	nt	i	4.5%	3.5%	0.2
31	CC12CN3CCN(C1)CC(C)(C3)C2=NN	0.0%	i	-32.2%	-0.3%	0.8%	i	3.4%	3.4%	-2.2
32	COc1ccc(N2CCN(CCc3ccncc3)CC2)cc1	28.7%	?	6.8%	-0.5%	0.1%	i	-11.5%	-7.2%	-1.6
33	C[C@@H]1CN([C@@H](C)CO)C(=O)CCCn2nncc2CO[C@@H]1CN(C)C(=O)Oc1cccc2ccccc12	10.1%	?	-5.3%	0.7%	nt	i	nt	nt	-1.3
34	COC(=O)C1C2c3ccccc3OC1(C)N=c1s/c(=C/c3cn(C)nc3C)c(=O)n12 (configuration not stated)	-10.5%	i	-4.8%	0.4%	0.0%	i	25.3%	-6.0%	-1.2
35	CCC1C(c2cc(OC)c(OC)c(OC)c2)c2cc3c(cc2OC1N1CCCC1)OCO3 (configuration not stated)	10µM*	?	-9.1%	-0.5%	nt	i	1.4%	-19.0%	-1.8
36	O=C(Cc1ccccc1)N1CCN(Cc2cccnc2)CC1	-29.3%	i	0.9%	-1.2%	-1.0%	i	-6.0%	4.1%	-2.2
37	c1ccc2c3c([nH]c2c1)CNCC3	-3.8%	i	6.0%	3.3%	1.3%	i	8.2%	-0.6%	-2.9
38	Cc1ccc(/C=C2/Sc3ccc(C(=O)N4CCC5(CC4)OCCO5)cc3NC2=O)cc1	22.4%	i	1.2%	-0.2%	-2.0%	i	?	-6.4%	-0.8
39	Cc1cc(-c2ccc(N)c(C)c2)ccc1N	8.1%	i	0.7%	0.1%	nt	nt	nt	?	-0.8
40	C[C@]12CC[C@H]3C(CCC4(O)CC(O)CC[C@]34C=O)C1=CC[C@H]2c1ccc(=O)oc1 (some centres not stated)	?	?	7.08µM*	-3.4%	-1.8%	i	?	-25.0%	1.0
41	O=C1C2CCCN2C(c2cccs2)N1c1ccc(Cl)cc1 (configuration not stated)	17.2%	i	-15.3%	0.3%	-0.6%	i	?	-0.9%	-1.6
42	COc1cccc(C(=O)C2CCCN(Cc3ccc4nonc4c3)C2)c1 (configuration not stated)	-18.5%	i	-15.4%	-0.5%	1.7%	i	-25.1%	-1.3%	-1.5
43	O=C1NC(=S)NC(=O)C1=Cc1ccc(Br)s1	?	?	-47.3%	5.7%	-10.2%	i	3.3%	-0.7%	-1.3
44	COC(=O)CC1NC2CCCCC2NC1=O (configuration not stated)	?	i	0.6%	-0.4%	-0.2%	i	2.0%	-4.5%	-0.2
45	NC(=O)CN1C2CCC1CC(NC(=O)C1CC1)C2 (configuration not stated)	-9.7%	i	18.0%	-0.8%	0.9%	i	3.2%	-6.0%	-1.4
46	CCCCn1nnnc1C(c1cccs1)N1CCC2(CC1)C(=O)NCN2c1ccccc1 (configuration not stated)	?	nt	5.4%	-0.9%	nt	i	nt	nt	-2.4
47	Cc1nnc(NC(=O)c2cccn(Cc3cccc(F)c3)c2=O)s1	-14.8%	i	-1.7%	-0.2%	nt	nt	nt	-6.6%	nt
48	COc1ccccc1CCNC(=O)CCC(=O)N1CC2C[C@@H](C1)Cn1c2cccc1=O	8.7%	i	0.2%	-0.2%	-4.2%	i	1.7%	-1.5%	-3.6
49	COc1ccc(C(=O)C2CCCN(CC3CCCCC3)C2)cc1OC (configuration not stated)	?	i	-20.0%	-0.9%	nt	i	nt	nt	-0.5
50	COC(=O)C1=C(c2cccc(OCc3ccccc3)c2)C[C@@H]2CC[C@H]1N2C(=O)NCc1ccc(N(C)C)cc1	?	?	-8.3%	0.2%	0.1%	i	?	-6.3%	0.3
51	C=CCC1(CN2CCCC2=O)C(=O)NC(=O)NC1=O	9.2%	i	9.6%	-0.9%	2.7%	i	4.3%	-4.2%	0.2
52	Cc1ccc(N2CCN(C(=O)C3CCC(CNS(=O)(=O)c4ccc(Br)s4)CC3)CC2C)cc1 (configuration not stated)	-29.3%	i	-24.5%	3.9%	nt	nt	9.2µM*	0.9%	nt
53	Cc1ccc2c(c1)C=CC(C#N)N2C(=O)Oc1ccccc1 (configuration not stated)	-2.4%	i	8.1%	?	nt	i	nt	nt	-13.9
54	CCCn1c(C)cc(C=O)c1C	0.3%	i	-1.0%	-0.1%	-1.5%	i	-5.0%	4.0%	-2.1
55	C[C@]12CC[C@@H](O)CC1=CCC1C2CC[C@]2(C)C(=O)[C@H](F)CC12 (some centres not stated)	5.8%	i	-3.0%	0.2%	-4.9%	i	4.7%	5.8%	-0.9
